SENP8 block-1: inhibitors of human SENP8 protease; Q96LD8; recombinant SENP8, Nedd8 substrate fluorescence; inhibition, % at 20 µM; 360,000 tested, 0.64% active; AID 602440; in the data active = inhibition mostly above about 40%, no sharp cut-off; inactive = mostly below about 27%
SENP6 inh: blocks the human protease SENP6; inhibition, % at 10 µM; Recombinant SENP6 catalytic domain, aminoluciferin luminescence; 330,000 tested, 1.8% active; AID 2599; Q9GZR1;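 active = inhibition above about 50% at the single tested dose, limit read from the data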;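 note: plate controls were DMSO wells with enzyme for no effect and DMSO wells lacking enzyme for full effect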
Apaf1 inhib: blocks human Apaf-1 apoptosome activity | O14727 | 330,000 tested, 0.71% active | inhibition, % at 20 µM | reconstituted apoptosome caspase-3 activity, DEVD-Rh110 fluorescence; active = inhibition of at least 40% at 20 µM;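 note: plate controls were DMSO wells for no effect and DEVD-CHO caspase inhibitor wells for full effect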
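Material: reconstituted apoptosome with Apaf-1, cytochrome c, caspase-9, procaspase-3, dATP. Technique: Rh110 fluorescence intensity. Buffer or medium: pH 7.5 Hepes buffer with CHAPS, BSA, DTT. Times: 30 min plus 50 min, RT.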
PfGluPho inh: PfG6PD (Plasmodium falciparum) enzyme inhibition | PfGluPho enzyme, NADPH resazurin-diaphorase fluorescence | inhibition, % at 20 µM | 350,000 tested, 0.78% active | AID 504690;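 active = inhibition reaching at least a set limit at 20 µM in the primary screen, cut at about 59% in these data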;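 note: 0% = DMSO wells with substrate and 100% = DMSO wells lacking glucose-6-phosphate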
SENP1 inh: blocks the human SENP1 SUMO protease catalytic domain. Q9P0U3. 360,000 tested, 0.21% active. inhibition, % at 10 µM. recombinant SENP1 catalytic domain, CyPet-SUMO1-YPet FRET cleavage;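 active = inhibition at least 30% at 10 µM, raw YFP signal under a set limit, fluorescence ratio 0.5 to 1.5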;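 note: 0% = enzyme with DMSO and 100% = no enzyme wells; some results filed as inactive read as strong as hits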
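Test system: hSENP1 catalytic domain, recombinant; Amount: 20 pM final SENP1 enzyme; Medium: Tris pH 8 buffer plus EDTA, NaCl, BME, BSA, NP40, catalase; Schedule: 50 min enzyme reaction, room temperature, light-protected; Technique: FRET fluorescence in CFP and YFP emission channels; Controls: no-enzyme wells low, DMSO-plus-enzyme wells high control.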
SENP8 block-2: SENP8 protease inhibition; AID 2540; purified SENP8, Z-RLRGG-aminoluciferin cleavage, luminescence; Q96LD8; inhibition, % at 10 µM; 330,000 tested, 1.2% active; in the data active = inhibition above about 50%
HKDC1 inh: inhibitors of human hexokinase HKDC1; recombinant HKDC1, G6PDH/diaphorase resazurin coupled fluorescence; inhibition, % at 20 µM; 340,000 tested, 0.16% active; AID 493160;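 active = inhibition above about 35% when tested at 20 µM, limit read from the data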;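 note: plate controls were DMSO wells with enzyme for no effect and DMSO wells lacking enzyme for full effect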
Target sequence (Q2TB90 whole entry, looked up): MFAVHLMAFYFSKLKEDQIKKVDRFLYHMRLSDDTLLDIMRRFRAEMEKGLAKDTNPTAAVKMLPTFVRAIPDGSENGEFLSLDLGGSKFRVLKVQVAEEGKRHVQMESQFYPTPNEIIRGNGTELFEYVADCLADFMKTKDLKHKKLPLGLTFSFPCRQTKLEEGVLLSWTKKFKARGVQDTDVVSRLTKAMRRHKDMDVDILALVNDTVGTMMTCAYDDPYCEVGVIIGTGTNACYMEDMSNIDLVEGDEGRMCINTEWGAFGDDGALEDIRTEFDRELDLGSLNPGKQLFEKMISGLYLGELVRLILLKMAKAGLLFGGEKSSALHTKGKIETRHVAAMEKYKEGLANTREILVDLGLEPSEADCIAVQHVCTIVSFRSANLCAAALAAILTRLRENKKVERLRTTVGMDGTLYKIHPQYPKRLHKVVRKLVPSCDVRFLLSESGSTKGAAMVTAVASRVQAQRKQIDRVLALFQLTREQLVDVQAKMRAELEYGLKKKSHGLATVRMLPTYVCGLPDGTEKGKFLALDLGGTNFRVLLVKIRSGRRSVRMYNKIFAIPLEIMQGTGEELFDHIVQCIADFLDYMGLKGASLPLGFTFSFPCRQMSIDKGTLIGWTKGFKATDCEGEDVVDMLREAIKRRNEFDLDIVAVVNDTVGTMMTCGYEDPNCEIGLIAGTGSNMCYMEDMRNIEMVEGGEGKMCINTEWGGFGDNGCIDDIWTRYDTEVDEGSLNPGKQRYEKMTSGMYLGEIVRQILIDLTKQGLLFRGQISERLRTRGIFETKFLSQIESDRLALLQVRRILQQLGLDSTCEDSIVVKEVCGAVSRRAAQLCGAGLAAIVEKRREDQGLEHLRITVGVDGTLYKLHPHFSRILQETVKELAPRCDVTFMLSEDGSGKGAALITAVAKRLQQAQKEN
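test system = in-house recombinant HK5 (HKDC1) enzyme | amount = HKDC1 at 5 µg/mL | control set = DMSO-enzyme wells negative, buffer-substituted wells positive | compound = one dose of 20 µM, 1% DMSO | schedule = reaction time 90 min, room temperature, protected from light | technique = resorufin fluorescence at 613 nm | reagent = glucose with 1 mM ATP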
SENP7 block: blocks the human protease SENP7 | Q9BQF6 | recombinant SENP7, Z-RLRGG-aminoluciferin luminescence, 40 min | inhibition, % at 5 µM | 330,000 tested, 1.5% active | AID 434973;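 active = inhibition above about 50% at the single test dose, limit read from the data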;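 note: plate controls were DMSO with enzyme for no effect and no enzyme buffer wells for full effect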
The depositor's hits bear a star; . = not tested or not shown. Hits appear at their usual frequency, and some 3.6% of all compounds hit somewhere here.

SMILES	SENP8 block-1	SENP6 inh	Apaf1 inhib	PfGluPho inh	SENP1 inh	SENP8 block-2	HKDC1 inh	SENP7 block
Cc1cc(C)c2c(c1)cc(C)c1nnc(SCC(=O)Nc3ccccc3N3CCOCC3)n12	-40	6	12	40	3	-5	16	5
CC1(C)Cc2c(c(-c3ccccc3)[nH]c(=O)c2C#N)CO1	-355	9	8	-17	2	6	-6	6
COCC(=O)n1nc(-c2ccccc2)nc1NCc1cccs1	-4	.	.	4	3	.	1	.
CCOC(=O)Nc1ccc2c(c1)N(C(=O)CCN1CCOCC1)c1ccccc1S2=O (stereo not drawn)	15	3	3	4	0	-3	-1	-7
Cc1ccc(O)c(C(=O)c2cnc3c(c2)COc2ccc(C)cc2-3)c1	-12	-10	10	16	3	-13	2	-1
CCOC(=O)C1CCN(C(=O)COC(=O)c2nc3nc(C)cc(C)n3n2)CC1	2	-8	-9	-16	0	-17	0	4
Cc1ccc(NC(=O)c2cc3c(=O)oc4ccccc4c3s2)nc1	-277	1	-1	2	0	1	2	3
O=C1C=C(Nc2ccc(F)cc2)c2ccccc2C1=O	-237	82*	87*	8	-3	72*	42*	45
CCCN(CC(=O)Nc1ccccc1OC)C(=O)Cc1ccccc1F	6	-25	4	14	1	-2	-3	3
Cc1nn(CC(=O)NCCc2cccs2)c(=O)c2nn(-c3ccccc3)c(C)c12	7	-11	3	-2	-3	2	-1	10
CCN(C(=O)Cc1c(C(=O)O)[nH]c2ccccc12)c1ccc(OC)cc1	4	11	-3	-3	3	2	1	5
O=C(CCNC(=O)c1ccc([N+](=O)[O-])cc1)NCC1COc2ccccc2O1 (stereo not drawn)	17	-4	6	4	4	3	-2	-1
Cc1nc2cc(NC(=O)NCc3ccco3)ccc2n1C	13	-2	-6	4	-1	-2	-11	2
COc1ccc(C(CNC(=O)c2cccc(S(=O)(=O)N3CCCC3)c2)N2CCCC2)cc1 (stereo not drawn)	11	3	-2	-2	0	3	-5	1
Cc1ccc(NC(=O)C2CCN(S(=O)(=O)c3ccc4c(c3)NC(=O)C(C)S4)CC2)c(C)c1 (stereo not drawn)	4	9	15	14	2	3	4	4
COCCOC(=O)c1c(N)n(CCCN2CCOCC2)c2nc3ccccc3nc12	-450	-7	10	7	-110	-8	2	13
COc1ccc(Oc2ccc(S(=O)(=O)N3CCCCC3)cc2S(=O)(=O)N2CCCCC2)cc1	8	9	-13	2	0	1	-3	0
Brc1nnc2n1-c1ccccc1Sc1ccccc1-2	27	-5	-1	9	1	-8	-1	-4
O=C(O)Cn1cc(C(=O)C(F)(F)F)c2ccccc21	3	-31	0	-22	2	-13	-3	-2
CCCN(Cc1cc2cc(OC)ccc2[nH]c1=O)C(=O)c1ccncc1	-444	0	-2	-10	-2	0	5	6
Cn1cc([N+](=O)[O-])c(C(=O)NNC(=O)c2ccc([N+](=O)[O-])cc2Cl)n1	14	-34	-161	4	2	-3	9	12
FC(F)(F)c1cc(-c2cccs2)nc2cc(-c3ccccc3)nn12	-292	-12	10	-2	-22	-6	-14	-11
CCc1ccccc1OCc1nnc(N)s1	19	-15	4	5	0	-6	1	-2
O=C(Nc1cccc(S(=O)(=O)N2CCCC2)c1)c1ccc2ccccc2n1	12	3	11	22	1	-6	-1	15
Cn1c(SCC(=O)NN2C(=O)NC(C)(c3ccccc3)C2=O)nnc1-c1ccncc1 (stereo not drawn)	-72	-6	-10	-3	-2	-15	-6	-10
CC1(C(=O)N(Cc2ccccc2)Cc2ccccc2)CC1(Br)Br (stereo not drawn)	8	-3	4	-23	-6	-2	-5	3
O=C1NC(NS(=O)(=O)c2ccc(Cl)cc2)(C(F)(F)F)C(=O)N1c1ccccc1 (stereo not drawn)	21	11	0	-5	1	-3	-7	1
COc1ccc(-c2nc(CS(=O)(=O)CC(=O)NCCc3ccc(C)cc3)c(C)o2)cc1	4	-11	7	-27	2	-6	2	12
O=C(Nc1ccc2c(c1)OCCO2)NC1CCCCC1	15	-12	-6	9	0	-4	-1	0
COC(=O)c1ccc(/C=C(/NC(=O)c2ccccc2)C(=O)N2CCOCC2)cc1	10	11	-8	11	0	-6	-6	2
Cc1cc(C)cc(NC(=O)CSc2nccn2Cc2ccco2)c1	2	0	20	-9	2	6	-7	-1
COc1ccc(-c2nc3ccc(C(=O)NCC(OC)OC)cc3nc2-c2ccc(OC)cc2)cc1	-412	10	3	9	-36	2	3	14
Cc1nc2nc(-c3ccc(Cl)cc3)nn2c(C)c1Cl	.	1	-16	.	.	0	.	-5
CN(CC(=O)N1CCOCC1)C(=O)CSc1nc2ccccc2s1	13	5	-13	33	1	-1	-8	2
O=C(NNS(=O)(=O)c1ccc(Br)cc1)c1sccc1-n1cccc1	8	5	-1	-2	-1	7	-6	5
CCN(c1ccccc1)S(=O)(=O)c1c[nH]c2ccc([N+](=O)[O-])cc12	-3	7	14	34	-4	6	3	1
COc1ccc(Cc2nnc(NC(=O)Nc3ccc(C)cc3)s2)cc1OC	20	-15	13	-2	1	9	-2	1
COc1cccc(NC(=O)COC(=O)CCS(=O)(=O)c2ccc(C)cc2)c1	14	-3	-19	-1	2	0	-1	1
O=C(O)COc1ccc(C(=O)Cc2ccc3c(c2)OCCCO3)c(O)c1	3	0	-9	1	0	-8	-6	14
CCOc1cc(C(=O)Nc2ccc(C(=O)NCCN(CC)CC)cc2)ccc1OCC(=O)N1CCOCC1	5	-11	2	11	-1	0	-5	1
Cc1ccc(C2=NN(C(=O)CCC(=O)O)C(c3cccs3)C2)cc1 (stereo not drawn)	18	-13	-16	-22	0	-1	-5	-3
CC(/C=N\NC(=O)Cn1cncn1)=C/c1ccc(C(C)C)cc1	-3	-28	5	12	2	-1	-4	3
Cc1ccccc1N1C(=O)C2C3CC(=O)C(c4ccccc43)C2C1=O (stereo not drawn)	18	-4	-15	3	1	6	-12	4
Cc1nnc(NC(=O)CCCOc2ccccc2)s1	16	1	-5	-14	1	3	-7	5
O=C(c1ccc(Cl)cc1)C1CCN(C(=O)C2CC2)CC1	-6	-11	4	-5	2	7	0	-2
O=C(Oc1ccc2c(c1)OCO2)c1ccncc1	2	-3	-30	36	3	-2	-2	-1
COc1cc(NC(=O)c2cc(-c3ccccc3)on2)cc(OC)c1OC	-1	9	14	7	0	-3	-3	0
Cc1sc2ncn(C(C)C(=O)OC3CCCCC3)c(=O)c2c1C (stereo not drawn)	6	-21	16	-7	-5	-1	-1	-1
Cc1cc(C(=O)CSc2nc3ccc(Cl)cc3[nH]2)c(C)n1CC1CCCO1 (stereo not drawn)	-12	-7	8	-4	-2	-2	-2	-2
Cc1cccc(N2C(=O)CC(Sc3ncn[nH]3)C2=O)c1 (stereo not drawn)	8	-18	3	-4	2	-9	1	-2
CCCNC(=O)c1oc2ccc3c(c2c1C)C=CC(C)(C)O3	-21	6	10	-1	2	-6	0	7
Cc1ccc(-c2nc(CS(=O)(=O)CC(=O)NCCCN(Cc3ccccc3)C(C)C)c(C)o2)cc1	7	-4	16	4	3	2	-3	3
Cc1cc2c(ncn2C(C)C)c(NS(=O)(=O)c2ccc(F)cc2)c1C	7	-20	6	5	1	-3	-9	-7
Cc1cc([N+](=O)[O-])ccc1NC(=O)CN1CCN(Cc2ccccc2)CC1	34	12	-7	-4	2	3	1	4
O=C1CC(N2CCC(O)(c3ccc(Br)cc3)CC2)C(=O)N1c1ccc(Cl)cc1 (stereo not drawn)	9	-9	8	-2	1	-5	-4	2
CN(C)S(=O)(=O)c1ccc(NC(=O)c2ccncc2)cc1	0	5	2	-1	0	-4	-5	1
C/C(=N\NC(=O)Cc1ccc(F)cc1)c1ccc(F)cc1	8	5	-1	-14	2	-5	4	3
O=C(CCN1C(=O)C2CCCCC2C1=O)Nc1ccc(Br)cc1F (stereo not drawn)	3	-5	5	-5	0	2	3	4
CCN1CCN(CC(=O)N/N=C/c2ccc(F)cc2F)CC1	32	8	6	8	0	2	-8	3
CC(C)NC(=O)c1ccc(Cl)cc1Cl	6	0	-10	-4	2	1	-7	6

(further entries)
SMILES	SENP8 block-1	SENP6 inh	Apaf1 inhib	PfGluPho inh	SENP1 inh	SENP8 block-2	HKDC1 inh	SENP7 block
CCCCC(CC)CNC(=O)CN1C(=O)NC2(CCc3ccccc32)C1=O (stereo not drawn)	-2	9	14	15	-2	6	-2	0
COC(=O)c1ccc(CNC(=O)C2CCC(=O)N(CCc3ccccc3)C2)cc1 (stereo not drawn)	8	-6	-2	4	1	-4	-5	1
Cc1nn(-c2cccc(Cl)c2)c2nc(-c3ccco3)cc(C(=O)O)c12	-247	-17	11	-11	-10	-3	2	-4
CN(C)CCN(Cc1ccccc1)C(=O)[C@H](Cc1ccccc1)N1C(=O)c2ccccc2C1=O	8	18	0	0	0	-6	-7	-2
Cc1cc(C)n(CCNC(=O)c2cc(COc3ccc4ncccc4c3)on2)n1	1	14	-23	-2	0	-1	2	0
CCOC(=O)N1CCN(CC(O)COc2ccc(CC)cc2)CC1 (stereo not drawn)	1	-14	-1	6	1	3	-1	4
CC(C)c1ccc(N(CC(=O)NC(C)(C)C)C(=O)CCC(=O)Nc2nccs2)cc1	5	-9	12	6	1	-5	-1	-5
CCCc1ccc(NC(=O)C2CCN(c3cnccn3)CC2)cc1	-352	7	7	9	0	-5	-6	13
Cc1ccc(N2C(=O)SC(Cc3ccccc3)C2=O)cc1 (stereo not drawn)	25	3	1	52	2	-5	-5	0
Fc1ccccc1COc1ccc(-c2nnn(Cc3ccccc3F)n2)cc1	18	-8	8	16	1	-4	-3	-2
O=C(Cn1cc(C(F)(F)F)cc(Cl)c1=O)NCc1ccccc1	14	-34	3	0	1	-10	1	-10
COc1ccc(N2CCN(C(=O)CSc3ncnc4c3cnn4-c3ccccc3C)CC2)cc1	25	-33	9	-3	-3	-13	-5	-5
Cc1cccc(NC(=O)CSc2nc3c(c(=O)[nH]2)CCCC3)c1C	9	4	-2	8	2	-8	-2	-7
N#Cc1c(Nc2ccc(F)cc2)sc(C(=O)c2ccccc2)c1N	-37	-5	1	2	1	-3	-5	3

Single records, as listed above. Order of values: SENP8 block-1 | SENP6 inh | Apaf1 inhib | PfGluPho inh | SENP1 inh | SENP8 block-2 | HKDC1 inh | SENP7 block
Cc1cccc(NC(=O)CSc2nc3c(c(=O)[nH]2)CCCC3)c1C as listed: 9 | 4 | -2 | 8 | 2 | -8 | -2 | -7
CCOC(=O)N1CCN(CC(O)COc2ccc(CC)cc2)CC1 (stereo not drawn) as listed: 1 | -14 | -1 | 6 | 1 | 3 | -1 | 4

Of the compounds above, five have a COOH group:
SMILES	SENP8 block-1	SENP6 inh	Apaf1 inhib	PfGluPho inh	SENP1 inh	SENP8 block-2	HKDC1 inh	SENP7 block
CCN(C(=O)Cc1c(C(=O)O)[nH]c2ccccc12)c1ccc(OC)cc1	4	11	-3	-3	3	2	1	5
O=C(O)Cn1cc(C(=O)C(F)(F)F)c2ccccc21	3	-31	0	-22	2	-13	-3	-2
O=C(O)COc1ccc(C(=O)Cc2ccc3c(c2)OCCCO3)c(O)c1	3	0	-9	1	0	-8	-6	14
Cc1ccc(C2=NN(C(=O)CCC(=O)O)C(c3cccs3)C2)cc1 (stereo not drawn)	18	-13	-16	-22	0	-1	-5	-3
Cc1nn(-c2cccc(Cl)c2)c2nc(-c3ccco3)cc(C(=O)O)c12	-247	-17	11	-11	-10	-3	2	-4

Screening results as filed in PubChem BioAssay.
